# KLK7 zymogen act – activates the human kallikrein-7 zymogen; 0.9% of 370,000 active; activation, % at 7 µM; purified proKLK7, EDANS-DABCYL substrate fluorescence; 100% is mature enzyme control, 0% vehicle;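 active means activation above the mean of all tested compounds plus 3 SD, computed per campaign excluding outliers beyond control limits, cut at about 13% in these data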
# Target sequence (P49862 whole entry, looked up): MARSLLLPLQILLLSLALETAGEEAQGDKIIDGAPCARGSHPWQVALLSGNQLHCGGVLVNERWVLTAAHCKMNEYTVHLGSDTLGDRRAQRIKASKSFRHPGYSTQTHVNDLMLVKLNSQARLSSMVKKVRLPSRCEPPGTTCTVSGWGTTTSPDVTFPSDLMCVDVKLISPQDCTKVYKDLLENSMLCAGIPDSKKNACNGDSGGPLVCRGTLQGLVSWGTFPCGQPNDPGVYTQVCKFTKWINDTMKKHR
# TCR-CD3 inh – inhibitors of human TCR-CD3 interaction; TAMRA-labeled TCR probe fluorescence, biochemical; inhibition, % at 9.4 µM; 0.37% of 360,000 active; AID 651800; in the data active means inhibition above about 19%;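 further: recombinant mutant TCR 2C K166C tagged with TAMRA read by polarization; 0% = receptor in buffer alone and 100% = receptor with positive control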
# LEDGF integ inh – blocks HIV-1 LEDGF/p75-dependent DNA integration; TR-FRET IN-LEDGF/p75 DNA integration, Eu/Cy5; inhibition, % at 3.7 µM; 0.64% of 370,000 active; AID 743269;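 active means inhibition above the screen-wide mean plus 3 SD, cut at about 13% in these data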;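 further: signal is the Cy5 over europium emission ratio at 671 and 618 nm; 0% = plate median of compound wells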
# DDE Tn6 FP inh – disrupts Tn6 cyclic peptide binding to fibrin D-Dimer-E complex. inhibition, % at 8.3 µM. AID 720509. Fibrin DD(E) TRITC-Tn6 fluorescence polarization displacement. 0.21% of 370,000 active;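 active means inhibition above a per-campaign cutoff: mean of compounds within control limits plus 3 SD, cut at about 15% in these data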;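 further: 0% = median of all compound wells on the plate and 100% = blocking peptide control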
# SIAE inh – blocks human sialic acid acetylesterase; SIAE FP-Rh probe binding, fluorescence polarization; inhibition, % at 9.66 µM; 0.69% of 370,000 active; AID 1053197;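 active means inhibition above a cutoff: mean of compounds within the control limits plus 3 SD of those, cut at about 17% in these data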;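 further: 0% = plate median of compound wells and 100% = probe without SIAE protein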
# TDP2 inh – blocks human TDP2 phosphodiesterase activity | O95551 | recombinant TDP2, T5PNP hydrolysis, p-nitrophenol absorbance 415 nm | inhibition, % at 12.8 µM | 0.34% of 370,000 active;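 active means inhibition above the mean of all tested compounds plus 3 SD, set per campaign, cut at about 25% in these data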;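 further: 0% = DMSO with enzyme and 100% = buffer with substrate but no TDP2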
# Target sequence (O95551 whole entry, looked up): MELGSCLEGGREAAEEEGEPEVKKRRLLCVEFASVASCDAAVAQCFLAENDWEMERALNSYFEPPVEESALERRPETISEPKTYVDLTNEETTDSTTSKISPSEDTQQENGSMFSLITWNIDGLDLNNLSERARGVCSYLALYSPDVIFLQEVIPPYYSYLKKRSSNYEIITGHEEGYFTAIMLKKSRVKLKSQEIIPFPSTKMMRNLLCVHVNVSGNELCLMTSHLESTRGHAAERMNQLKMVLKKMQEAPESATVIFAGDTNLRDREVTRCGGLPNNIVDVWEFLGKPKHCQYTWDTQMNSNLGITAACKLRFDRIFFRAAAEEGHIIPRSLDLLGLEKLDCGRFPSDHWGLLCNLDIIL
#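 Assay system: Recombinant human TDP2 | Quantity: 120 nM TDP2 per well | Incubation: 2 h at 37 °C | Signal: Epi absorbance | Evaluation: Percent inhibition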
# PRMT1 FP inh – inhibitors of human PRMT1; Q99873; recombinant PRMT1, activity-based probe fluorescence polarization; inhibition, % at 2.79 µM; 1.3% of 370,000 active;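 active means inhibition above about 21% made by adding two undisclosed values, limit read from the data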
# UHRF1 MBD2 ctr – blocks human UHRF1 binding to methylated DNA | AID 687016 | inhibition, % at 4.4 µM | 0.75% of 370,000 active | UHRF1 binding to methylated oligo, TR-FRET; in the data active means inhibition above about 21%;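 further: UHRF1 SRA domain binding a hemimethylated CpG hairpin DNA probe; 0% = median of test compound wells and 100% = reference inhibitor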
# MBD2 inh – inhibitors of human MBD2 binding to methylated oligonucleotide. TR-FRET. 0.31% of 370,000 active. Q9UBB5. AID 686964. inhibition, % at 4.4 µM; in the data active means inhibition above about 13%
# Target sequence (Q9UBB5 whole entry, looked up): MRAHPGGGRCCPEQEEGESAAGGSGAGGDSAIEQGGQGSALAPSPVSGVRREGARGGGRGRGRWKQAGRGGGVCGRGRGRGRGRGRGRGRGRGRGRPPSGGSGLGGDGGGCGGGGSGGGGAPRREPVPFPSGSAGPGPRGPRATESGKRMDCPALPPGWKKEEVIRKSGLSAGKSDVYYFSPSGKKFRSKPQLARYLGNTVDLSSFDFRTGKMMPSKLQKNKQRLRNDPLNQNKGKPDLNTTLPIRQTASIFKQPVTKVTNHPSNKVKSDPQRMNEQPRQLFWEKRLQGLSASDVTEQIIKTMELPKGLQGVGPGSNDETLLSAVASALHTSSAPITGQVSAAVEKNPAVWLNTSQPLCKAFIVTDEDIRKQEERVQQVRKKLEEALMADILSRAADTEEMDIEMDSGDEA
# Tn7 DDE FP – inhibitors of Tn7 peptide binding to human fibrin DD(E); P02675; FP displacement of FITC-Tn7 peptide from fibrin DD(E); 0% = median of compound wells per plate; inhibition, % at 8.3 µM; 0.13% of 370,000 active; AID 720508;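 active means inhibition above the mean of compounds falling within the control limits plus 3 SD of them, cut at about 14% in these data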;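 further: 0% = plate median of compound wells and 100% = 10 µM Aha-Tn7 peptide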
#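 System: human fibrin DD(E); quantity: Fibrin-DD(E) at 2 µM final; also added: fluorescent Tn7 probe at 0.1 µM; compound dosing: single nominal test concentration of 8.3 µM per compound; schedule: 10 min preincubation, 3 h with tracer, room temperature; detection: fluorescence polarization of the labelled Tn7 tracer; repeats: one replicate per compound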
# An asterisk follows results filed as active; · = not tested or not shown.
SMILES,KLK7 zymogen act,TCR-CD3 inh,LEDGF integ inh,DDE Tn6 FP inh,SIAE inh,TDP2 inh,PRMT1 FP inh,UHRF1 MBD2 ctr,MBD2 inh,Tn7 DDE FP
Cn1c(N)c(C(=O)CSc2nnc(C3CC3)n2-c2ccccc2)c(=O)n(C)c1=O,-0.6,-1.3,4.1,0.1,-8.9,-9.4,-5.6,1.2,-3.0,-5.1
O=C(CSc1nccn1-c1ncc(C(F)(F)F)cc1Cl)c1ccc(Cl)cc1,0.4,-1.7,-1.7,-3.8,-0.9,1.0,1.4,2.1,-2.0,9.2
CCN(C(=O)Cc1cccs1)c1nnc(-c2cccnc2)s1,0.2,-1.0,0.7,-4.2,6.1,-0.6,1.6,-1.8,-3.5,-2.2
OC(CNC1CCCCC1)COCCOc1ccc(Br)cc1 (configuration not stated),0.6,6.6,0.2,-5.3,·,-4.0,-0.3,0.5,1.3,6.7
COc1cccc(NC2=NCCCCC2)c1,-0.3,5.7,-0.4,-9.3,3.9,-4.1,-4.0,0.0,1.5,-2.3
O=C(c1ccc(Cl)cc1)N1CCN(c2ccccn2)CC1,·,·,-4.0,5.3,-0.8,12.8,-0.3,0.7,-2.2,3.6
Cc1ccccc1C(=O)N1CCC(C(=O)Nc2ccc(S(=O)(=O)N(C)C(C)C)cc2)CC1,-1.0,-5.4,1.8,2.0,-1.8,-1.6,-1.8,5.9,1.8,-0.1
CCCN(CC(=O)Nc1ccccc1C)C(=O)COc1c(Cl)cccc1Cl,0.1,-6.7,-2.0,-5.1,2.2,6.5,3.8,6.1,3.1,-0.9
COC(=O)[C@@]1(C(C)C)N=C(c2cc(OC)c(OC)c(OC)c2)[C@]2(O1)C(=O)N(C)c1ccccc12,0.1,-3.2,-1.6,0.3,6.5,2.2,2.6,0.3,3.6,3.0
CC(=O)NC(Cc1ccccc1)Cc1ccccc1,0.9,-9.6,0.3,2.2,0.6,2.5,-1.4,-0.2,6.7,-5.5
O=C(CCc1ccccc1)N[C@H]1[C@H](OCc2ccccc2)CCC[C@@]12C(=O)N(Cc1ccccc1)c1ccccc12,-0.5,·,-4.8,-3.1,-0.8,6.0,-0.1,-0.8,2.5,3.9
Cc1[nH]n(-c2cccc(Cl)c2)c(=O)c1C=NCc1ccco1,0.2,4.0,1.9,2.3,-3.5,-6.5,0.2,2.0,-0.6,-0.6
COc1cccc(-c2ccc(C#N)c(SCC(=O)NCCc3ccc(Cl)cc3)n2)c1,-1.4,1.4,0.1,-1.9,1.0,8.9,-0.9,1.3,5.2,2.8
O=C1C2C3c4ccccc4C(c4ccccc43)C2c2nc3ccccc3n21 (configuration not stated),-0.2,-2.1,-1.1,-5.0,-1.9,0.1,0.5,3.6,1.1,4.5
Oc1c(C(Nc2nc3ccccc3s2)c2ccco2)ccc2cccnc12 (configuration not stated),-0.5,5.7,0.9,-8.4,1.0,-0.6,1.4,-10.6,-6.4,3.8
Cc1cc(NC(=O)c2ccccc2NS(=O)(=O)c2c(C)c(C)cc(C)c2C)no1,-3.0,7.4,-0.1,-0.3,-5.2,9.4,-1.5,0.3,2.0,5.2
CCN(CC)C(=O)Cn1cc(C(=O)C(=O)N2CCCc3ccccc32)c2ccccc21,0.0,-4.0,-4.7,2.3,-4.9,-6.8,4.1,1.2,1.2,10.1
Fc1ccc2c(c1)C(c1ccncc1)=NNC(c1cccnc1)=N2,0.3,4.0,0.1,-1.8,-1.6,8.1,-1.1,-4.0,3.9,-2.0
Nc1c(Cl)cc(C2=NCCn3nc4cc([N+](=O)[O-])ccc4c32)cc1Cl,-0.2,0.7,3.6,2.0,1.7,-0.3,-1.6,-4.2,2.3,-5.3
Cc1nnc(SCC(=O)Nc2ccc(N3CCN(S(C)(=O)=O)CC3)cc2)o1,-0.2,-7.5,0.4,-2.6,4.9,9.4,4.4,0.3,1.5,-3.8
O=C(N/N=C/c1ccoc1)c1ccccc1F,-0.4,-2.9,0.0,-8.6,-4.7,-4.0,3.3,-2.4,3.8,-0.8
CCOCCCNCc1ccc(OCCC(C)C)c(OC)c1,0.1,6.3,-1.2,4.8,-3.0,4.1,2.7,-0.3,-2.3,-2.9
O=C(CCn1ccc2cc(S(=O)(=O)N3CCCC3)ccc21)NCc1ccccc1,-0.7,-2.0,-1.4,-5.2,6.5,0.7,-0.3,1.8,7.5,-8.6
CCCOc1ccc(-c2c(C(=O)N/N=C(\C)COc3ccccc3)nnn2-c2nonc2N)cc1,-0.3,-10.5,-2.0,-3.9,-2.1,1.5,3.3,-0.8,5.6,-0.8
Cc1cccc(N2C(=O)c3ccc(C(=O)Nc4ccccn4)cc3C2=O)c1,-0.8,-9.1,-2.2,0.7,-1.4,8.7,-0.1,1.0,2.3,7.4

# In another format: results already given
Structure | KLK7 zymogen act | TCR-CD3 inh | LEDGF integ inh | DDE Tn6 FP inh | SIAE inh | TDP2 inh | PRMT1 FP inh | UHRF1 MBD2 ctr | MBD2 inh | Tn7 DDE FP
Cc1cc(NC(=O)c2ccccc2NS(=O)(=O)c2c(C)c(C)cc(C)c2C)no1 | -3.0 | 7.4 | -0.1 | -0.3 | -5.2 | 9.4 | -1.5 | 0.3 | 2.0 | 5.2
CCN(CC)C(=O)Cn1cc(C(=O)C(=O)N2CCCc3ccccc32)c2ccccc21 | 0.0 | -4.0 | -4.7 | 2.3 | -4.9 | -6.8 | 4.1 | 1.2 | 1.2 | 10.1
Fc1ccc2c(c1)C(c1ccncc1)=NNC(c1cccnc1)=N2 | 0.3 | 4.0 | 0.1 | -1.8 | -1.6 | 8.1 | -1.1 | -4.0 | 3.9 | -2.0
Nc1c(Cl)cc(C2=NCCn3nc4cc([N+](=O)[O-])ccc4c32)cc1Cl | -0.2 | 0.7 | 3.6 | 2.0 | 1.7 | -0.3 | -1.6 | -4.2 | 2.3 | -5.3
Cc1nnc(SCC(=O)Nc2ccc(N3CCN(S(C)(=O)=O)CC3)cc2)o1 | -0.2 | -7.5 | 0.4 | -2.6 | 4.9 | 9.4 | 4.4 | 0.3 | 1.5 | -3.8
O=C(N/N=C/c1ccoc1)c1ccccc1F | -0.4 | -2.9 | 0.0 | -8.6 | -4.7 | -4.0 | 3.3 | -2.4 | 3.8 | -0.8
CCOCCCNCc1ccc(OCCC(C)C)c(OC)c1 | 0.1 | 6.3 | -1.2 | 4.8 | -3.0 | 4.1 | 2.7 | -0.3 | -2.3 | -2.9
O=C(CCn1ccc2cc(S(=O)(=O)N3CCCC3)ccc21)NCc1ccccc1 | -0.7 | -2.0 | -1.4 | -5.2 | 6.5 | 0.7 | -0.3 | 1.8 | 7.5 | -8.6
CCCOc1ccc(-c2c(C(=O)N/N=C(\C)COc3ccccc3)nnn2-c2nonc2N)cc1 | -0.3 | -10.5 | -2.0 | -3.9 | -2.1 | 1.5 | 3.3 | -0.8 | 5.6 | -0.8
Cc1cccc(N2C(=O)c3ccc(C(=O)Nc4ccccn4)cc3C2=O)c1 | -0.8 | -9.1 | -2.2 | 0.7 | -1.4 | 8.7 | -0.1 | 1.0 | 2.3 | 7.4

# New compounds follow
SMILES,KLK7 zymogen act,TCR-CD3 inh,LEDGF integ inh,DDE Tn6 FP inh,SIAE inh,TDP2 inh,PRMT1 FP inh,UHRF1 MBD2 ctr,MBD2 inh,Tn7 DDE FP
Nc1nc(SCc2ccccc2)c2ncn(Cc3ccccc3)c2n1,0.6,5.2,-1.4,-1.4,-6.4,0.5,-1.1,3.0,2.2,6.3
CC(CNCC1CCCO1)COc1ccccc1 (configuration not stated),-0.4,9.4,-1.0,8.1,2.3,12.3,0.5,-1.7,-1.4,-2.7
CCc1ccc(-n2c(Cc3ccccc3)n[nH]c2=S)cc1,0.3,0.0,2.1,0.2,5.2,-0.7,5.5,-0.7,-1.2,-1.6
CCCCc1c(-c2cccc(F)c2)ncn1CCc1ccccc1OC,0.1,-2.3,0.9,2.7,-7.4,-9.2,0.3,-2.8,-1.2,-2.2
O=C(NCc1ccccc1)C1C(c2ccc3c(c2)OCO3)=Nc2ccccc2N1C(=O)c1ccccc1 (configuration not stated),-0.5,-6.2,-5.1,-6.0,-1.2,-4.9,-2.3,2.0,-2.6,4.0
COc1ccc(/C(N)=N/OC(=O)c2ccc(OC)c([N+](=O)[O-])c2)cc1OC,-0.5,2.5,-2.0,3.5,5.2,9.7,0.1,-0.9,1.6,3.2
CN1C(=O)CC(N2CCN(C(=O)CN3CCCC3)CC2)C1=O (configuration not stated),-0.4,-8.7,1.5,7.8,11.2,2.7,1.3,3.2,6.7,-1.2
Cc1cc(C)nc(SCC(=O)N2CCOCC2)n1,-0.2,-1.6,-8.3,-8.8,-5.8,-13.8,3.1,4.4,6.0,-2.1
COc1ccc(C(NCC(=O)Nc2c(C)cccc2C)c2ccccc2)cc1 (configuration not stated),0.4,1.9,0.7,-0.5,9.3,20.6,-1.4,-3.5,2.4,7.9
CC(=O)c1ccccc1NC(=O)COC(=O)c1c(C)nn(-c2ccccc2)c1C,-0.1,3.5,-2.0,13.3,-3.9,-5.7,-2.6,0.9,5.2,11.7
CC1Cc2ccccc2N1C(=O)C(C)n1cc(C(F)(F)F)cc(Cl)c1=O (configuration not stated),-0.1,5.8,-1.1,-1.8,0.5,-0.7,0.1,-1.4,3.6,-4.0
COc1ccc([C@H]2CC(=O)C=C(c3ccc(C)c4ccccc34)C2)cc1,-3.8,-2.6,6.0,-4.2,-11.1,-1.9,0.3,6.4,8.7,-0.6
COc1cc(C)c(NC(=O)C(=S)N2CCCC2)cc1C,0.1,-3.5,-4.9,-3.7,-3.9,-3.9,4.4,2.3,2.1,5.5
O=C(NCC(c1cccs1)N1CCOCC1)c1ccccc1NS(=O)(=O)c1ccc(Cl)cc1 (configuration not stated),0.1,-1.3,2.8,-0.2,-12.1,13.4,1.4,1.0,5.2,3.4
COC(CNC(=O)c1cnn2c(C)c(Cc3ccccc3)c(C)nc12)OC,9.2,-1.5,-5.6,-6.6,-5.7,2.2,4.7,2.0,-0.2,1.4
Cc1cccc2cc(CN(CCN(C)C)C(=S)Nc3ccccc3)c(=O)[nH]c12,-0.3,-2.1,1.5,0.5,-0.9,1.5,-0.3,7.3,2.3,-3.5
CCOC(=O)C(C)Oc1cccc2c(=O)n(CC(=O)Nc3ccc(OC)cc3)ccc12 (configuration not stated),-1.5,-5.5,-6.2,-5.3,-2.6,2.6,5.3,1.5,0.8,0.5
CCn1cc(/C=C(\NC(=O)c2ccccc2OC)C(=O)N2CCN(C)CC2)c2ccccc21,0.5,5.4,-0.1,0.2,6.6,1.2,-0.9,0.1,4.8,0.5
CCC1ON(c2ccccc2)C2c3nc4ccccc4n3CC12 (configuration not stated),0.6,-1.9,-0.5,-0.6,5.7,0.3,-1.4,-0.2,-7.8,7.8
CCCCc1ccc(-c2c(C#N)c(N)nc3c2CCCC3)s1,-0.8,11.1,2.8,-2.2,2.1,2.5,-3.8,-3.1,-4.8,-1.5
